MrgX1 antagonist – human MrgX1 receptor antagonism, primary screen; Q96LB2; MRGX1-HEK293 calcium flux, Fluo-4, BAM8-22 antagonism; stronger effect = lower value; B-score at 10 µM; hit rate 1.3% among 310,000;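 active means calcium-response B-score plate-corrected more than 3 library SD below zero, starting fluorescence within 5 deviations, no agonist response on first addition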;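 further: peak minus trough fluorescence over baseline after final BAM8-22 challenge near maximal dose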
TRPC4 inh – TRPC4 (mouse) channel inhibition; B-score at 10 µM; hit rate 0.39% among 300,000; AID 2247; HEK293 TRPC4beta/mu-opioid, DAMGO-evoked Fluo4 calcium flux; stronger effect = lower value; Q9QUQ5;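 active means B-score over 3 SD under the library average, no early fluorescence shift, positive overall ratio signal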
Target sequence (Q9QUQ5 whole entry, looked up): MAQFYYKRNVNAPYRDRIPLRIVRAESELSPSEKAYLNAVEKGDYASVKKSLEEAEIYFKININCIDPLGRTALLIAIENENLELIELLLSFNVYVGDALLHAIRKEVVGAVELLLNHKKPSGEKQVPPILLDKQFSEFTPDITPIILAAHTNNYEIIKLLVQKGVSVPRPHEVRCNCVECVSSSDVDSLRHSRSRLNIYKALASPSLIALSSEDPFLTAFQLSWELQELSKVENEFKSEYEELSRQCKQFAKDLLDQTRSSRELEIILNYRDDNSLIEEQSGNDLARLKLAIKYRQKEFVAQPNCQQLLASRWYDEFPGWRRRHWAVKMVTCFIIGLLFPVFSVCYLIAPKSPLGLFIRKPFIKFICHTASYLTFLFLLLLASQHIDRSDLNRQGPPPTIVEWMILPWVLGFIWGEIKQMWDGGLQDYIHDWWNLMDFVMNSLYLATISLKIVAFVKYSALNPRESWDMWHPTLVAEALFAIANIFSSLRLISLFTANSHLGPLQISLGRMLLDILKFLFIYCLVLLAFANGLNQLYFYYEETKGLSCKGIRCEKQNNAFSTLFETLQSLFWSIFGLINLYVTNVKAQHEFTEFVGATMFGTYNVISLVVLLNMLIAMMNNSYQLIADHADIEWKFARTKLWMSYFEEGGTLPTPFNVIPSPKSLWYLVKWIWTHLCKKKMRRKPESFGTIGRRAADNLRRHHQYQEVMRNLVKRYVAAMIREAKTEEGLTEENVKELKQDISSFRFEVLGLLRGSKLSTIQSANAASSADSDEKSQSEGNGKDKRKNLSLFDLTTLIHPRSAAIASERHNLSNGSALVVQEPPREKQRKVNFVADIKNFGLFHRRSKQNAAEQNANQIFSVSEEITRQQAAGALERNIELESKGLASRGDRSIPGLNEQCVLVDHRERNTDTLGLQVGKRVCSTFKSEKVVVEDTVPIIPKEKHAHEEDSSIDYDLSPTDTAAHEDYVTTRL
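Assay system: Stable TRPC4beta/mu-opioid receptor HEK293 cells | Reagent: DAMGO in two steps, submaximal then maximal | Compound dosing: Single concentration per test compound | Signal: Fluo4 Ca2+ flux fluorescence | Evaluation: Per-well B score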
TRPC6 activator – activators of mouse TRPC6 channel; Q61143; B-score at 10 µM; AID 2550; hit rate 0.13% among 310,000; HEK293-TRPC6 membrane potential dye fluorescence; stronger effect = higher value;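 active means B-score of the integrated fluorescence ratio above library mean plus 3 SD, and starting fluorescence ratio within library mean plus 5 SD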;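 further: higher score means more depolarization so channel activation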
PolyA inh – blocks polyadenylation in yeast reporter cells. hit rate 0.02% among 300,000. S. cerevisiae SKY197-pL101 polyadenylation reporter, beta-gal luminescence; efflux-impaired pdr1/pdr3 knockout yeast; score 100 = 6 SD above DMSO. calls only at 12 µM;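 active means lowest replicate activity score at least 50, where 100 means six control SD above control mean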;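 further: yeast exposed to compound for 9 h at 30 °C; higher score means more reporter readthrough which indicates perturbed polyadenylation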
MrgX1 allo act – human MrgX1 positive allosteric modulation, primary screen | Q96LB2 | B-score at 10 µM | hit rate 0.63% among 310,000 | AID 588675 | MrgX1-HEK293, Fluo-4 calcium flux, FDSS; stronger effect = higher value;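 active means plate-corrected calcium response at least 3 library SD above typical, normal starting fluorescence, not activating the receptor alone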;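 further: compound read alongside a low EC10 to EC30 dose of BAM8-22 agonist; peak minus trough fluorescence over baseline measured at the second addition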
HIF activator – HIF pathway transcriptional activation; U2OS HRE-luciferase reporter, luminescence; normalized: DMSO 0%, desferrioxamine 100%; activation, % at 7.5 µM (by protocol); hit rate 0.32% among 300,000; AID 1910;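 active means mean activation of at least 10% of the iron chelator positive control signal, with at least half of replicates also reaching 10%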
MrgX1 agonist – agonists of human MrgX1 receptor. hit rate 0.44% among 310,000. MrgX1-HEK293 cells, Fluo-4 calcium fluorescence, agonist mode; stronger effect = higher value. B-score at 10 µM. AID 588627;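 active means calcium response B-score plate-corrected fluorescence ratio at least 3 library SD, with starting fluorescence B-score inside 5 SD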
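times = overnight plating, then 30 min 37 °C plus 30 min room-temperature dye loading | assay system = stable human MrgX1 HEK293 cell line | input = fifteen thousand cells per well | signal = kinetic calcium dye fluorescence, Fluo-4 NW | dosing = compound delivered in addition one of three | read-out = B-scored fluorescence response ratio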
AI-2 QS mod – modulates the Vibrio harveyi AI-2 quorum sensing system | hit rate 0.4% among 300,000 | activity change, % at 7.5 µM | AID 2094 | Vibrio harveyi JMH597 AI-2 luminescence/OD600 ratio, 9 h; stronger effect = lower value; strain lacks LuxN and CqsS sensors; 0 = neutral-control median; in the data active means activity change below about -75%, passing the limit was not always enough;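 further: luminescence divided by OD600 gain over 9 h not by final OD600 alone; inactives centre near 13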
TRPC4 agonist – activators of mouse TRPC4 channel | hit rate 0.49% among 310,000 | B-score at 10 µM | AID 2237 | HEK293 TRPC4beta/mu-opioid, Fluo4 calcium fluorescence; stronger effect = higher value;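 active means B-score above 5 SD of library B-scores, and initial fluorescence ratio not above library mean plus 5 SD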;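 further: positive B-score marks a calcium rise read as TRPC4 activation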
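System – HEK293 cells stably co-expressing mouse TRPC4beta and mu-opioid receptor · Signal – Fluo4 calcium-sensitive dye fluorescence, kinetic, 1 Hz baseline · Benchmarks – buffer (low) and maximal DAMGO (high) · Read-out – B score of integrated fluorescence ratio per well · Incubation – dye loading 45 min room temperature, 110 s kinetic read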
TRPC6 inh – inhibitors of mouse TRPC6 channel. hit rate 1.1% among 310,000. HEK293-TRPC6, membrane potential dye, ACh-evoked depolarization; stronger effect = lower value. AID 2553. B-score at 10 µM. Q61143;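 active means B-score under library mean minus 3 SD, initial fluorescence not abnormally high, positive integrated signal ratio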;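 further: B-score derived from integrated fluorescence ratio over the kinetic read; more negative B-score means stronger inhibition of depolarization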
TRPC4 potent – allosteric potentiators of mouse TRPC4 channel | hit rate 0.42% among 310,000 | HEK293 TRPC4beta/mu-opioid, DAMGO EC20, Fluo-4 Ca2+ flux; stronger effect = higher value | Q9QUQ5 | B-score at 10 µM;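 active means B-score of calcium response area above 5 SD of library B-scores, with initial fluorescence ratio within 5 SD of library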;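 further: B-score of integrated fluorescence ratio over time as area under calcium response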
* = called active by the depositor; i = inactive; · = no result given.

Fields – MrgX1 antagonist, TRPC4 inh, TRPC6 activator, PolyA inh, MrgX1 allo act, HIF activator, MrgX1 agonist, AI-2 QS mod, TRPC4 agonist, TRPC6 inh, TRPC4 potent
Cc1cccc(-n2c(O)c(C=NCCCN3CCOCC3)c3ccccc3c2=O)c1
 : i, i, i, i, i, -0.6, i, -3.5, i, i, i
CCn1c(C)c(C(C)=O)c(N2CCN(c3cccc(Cl)c3)CC2)nc1=S
 : i, i, i, i, i, 0.0, i, 4.7, i, i, i
O=C(Nc1ccon1)c1ccccc1Cl
 : i, i, i, i, i, 0.1, i, 11.3, i, i, i
NS(=O)(=O)c1ccc(CCNC(=O)c2ccc(=O)[nH]c2)cc1
 : i, i, i, i, i, -0.2, i, -5.8, i, i, i
NC(=O)c1cccc2c1C(=O)N(C1CCCCC1)C2
 : i, i, i, i, i, -0.3, i, 21.4, i, i, i
c1csc(CSc2nnc3sc4ccccc4n23)c1
 : i, i, i, i, i, 3.5, i, 22.4, i, i, i
Fc1cccc(CN2CCC(Cc3ccccc3)CC2)c1
 : i, i, i, i, i, -0.2, i, 24.9, i, i, i
CCCS(=O)(=O)N1CCCC(c2nc(-c3ccc(OC)cc3)no2)C1 (configuration not stated)
 : i, i, i, i, i, 0.3, i, 18.9, i, i, i
Cc1ccc(OCCn2c(=S)[nH]c3ccccc32)c(C(C)C)c1
 : i, i, i, i, i, -1.0, i, -4.4, i, i, i
CCCS(=O)(=O)c1nc(S(=O)(=O)c2ccc(C)cc2)c(NCc2ccccn2)s1
 : i, i, i, i, i, -0.6, i, 2.5, i, i, i
c1ccc(-n2c(-c3ccco3)nnc2N2CCOCC2)cc1
 : i, i, i, i, i, -0.3, i, 28.3, i, i, i
CN(C)c1ccc(S(=O)(=O)N2CCCCC2)cc1NC(=O)C1=COCCO1
 : i, i, i, i, i, 0.1, i, 26.2, i, i, i
COc1ccc(C2=NOC3(CC(=O)N(c4ccc5ccccc5c4)C3=O)C2)c(OC)c1 (configuration not stated)
 : i, i, i, i, i, 0.2, i, 25.2, i, i, i
CS(=O)(=O)c1ccc(N2CCOCC2)c(S(C)(=O)=O)c1
 : i, i, i, i, i, -0.3, i, 6.6, i, i, i
CCOC(=O)c1csc(NC(=O)CSc2nnnn2-c2ccc(OC)c(OC)c2)n1
 : i, i, i, i, i, 0.9, i, 17.1, i, i, i
COc1cccc2c(=O)cn[nH]c12
 : i, i, i, i, i, 0.7, i, 28.2, i, i, i
CCN(CC)c1ccc(/C=N/NC(=O)c2c(-c3ccccc3)noc2C)cc1
 : i, i, i, i, i, -0.6, i, 57.4, i, i, i
O=C1N=C(N2CCOCC2)SC1=C1CCCCC1
 : i, i, i, i, i, 0.6, i, 35.1, i, i, i
O=C(CCN1C(=O)C2CCCCC2C1=O)Nc1cc(F)ccc1F (configuration not stated)
 : i, i, i, i, i, -0.2, i, 41.5, i, i, i
O=C(N/N=C/c1cccc(F)c1)c1ccc(Cl)cc1
 : i, i, i, i, i, 1.4, i, 35.0, i, i, i
Cc1ccc(S(=O)(=O)N(CC(=O)N2CCOCC2)C2CCCCC2)cc1
 : i, i, i, i, i, 0.3, i, 13.9, i, i, i
CC(C)C(NC(=O)c1ccccc1F)C(=O)NCc1ccc(F)cc1 (configuration not stated)
 : i, i, i, i, i, -0.6, i, 9.0, i, i, i
CN(C1(C)CCS(=O)(=O)C1)S(=O)(=O)c1ccc(F)cc1 (configuration not stated)
 : i, i, i, i, i, -0.4, i, 3.0, i, i, i
COc1ccc(C(=O)NCCCN2CCOCC2)cc1Br
 : i, i, i, i, i, -3.9, i, 11.9, i, i, i
Cc1cc(C)c2nc(C(F)(F)F)nc(N3CCN(C(=O)c4ccco4)CC3)c2c1
 : i, i, i, i, i, 0.6, i, 26.3, i, i, i
CC1(C)C(CC2OCC(CN3CCCCC3)O2)[C@H]2CC[C@@H]1C2 (some centres not stated)
 : i, i, i, i, i, 0.0, i, 16.5, i, i, i
CCOC(=O)CSc1nc(=O)n2cccc(C)c2n1
 : i, i, i, i, i, 0.1, i, 50.9, i, i, i
CCN(CC)S(=O)(=O)c1cc(NC(=O)Cn2ncc(Cl)c(Cl)c2=O)ccc1C
 : i, i, i, i, i, -4.2, i, -54.7, i, i, i
COc1ccccc1NS(=O)(=O)c1cccc(NC(=O)c2ccc3ccccc3n2)c1
 : i, i, i, i, i, -0.2, i, 10.4, i, i, i
Cc1ccc(NC(=O)COC(=O)CCc2nc3ccccc3c(=O)[nH]2)cc1Cl
 : i, i, i, i, i, -0.4, i, 16.1, i, i, i
CSc1nc(-c2ccc(Cl)cc2)nn1S(=O)(=O)c1ccc(Cl)cc1
 : i, i, i, i, i, 1.5, i, 27.3, i, i, i
COCc1[nH]nc2c1C1(CCC3(CC1)OCCO3)C(C#N)=C(N)O2
 : i, i, i, i, i, -0.1, i, 32.9, i, i, i
CCN(CC)C(=O)CC(c1ccc(OC)cc1)c1c(O)cc(OC)cc1OC (configuration not stated)
 : i, i, i, i, i, -2.9, i, 12.2, i, i, i
Cc1ccc(C)c(NC(=O)CCc2nnc3ccc(N4CCCC4)nn23)c1
 : i, i, i, i, i, 0.2, i, 12.9, i, i, i
O=S(=O)(NC1CCCCC1Nc1ccc(Cl)cc1)c1ccccc1 (configuration not stated)
 : i, i, i, i, i, 0.1, i, 15.9, i, i, i
Cc1cc(NC(=O)C(C)SCC(=O)Nc2ccc(Br)cc2Br)no1 (configuration not stated)
 : i, i, i, i, i, -0.2, i, 29.0, i, i, i
Cc1cc(NC(=O)CSc2nc3c(cc2C#N)CCCC3)no1
 : i, i, i, i, i, ·, i, 5.7, i, i, i
Cc1ccc(-c2nc3ccccc3o2)cc1NC(=S)NC(=O)/C=C/c1ccco1
 : i, i, i, i, i, 5.0, i, 27.0, i, i, i
Cc1ccc(-c2nnn(CC(=O)N(c3ccccc3F)C(C(=O)NC3CCCC3)c3ccncc3)n2)o1 (configuration not stated)
 : i, i, i, i, i, 0.3, i, 26.8, i, i, i
CN(CC(=O)N1CCN(c2cccc(Cl)c2)CC1)S(=O)(=O)c1cccs1
 : i, i, i, i, i, -0.4, i, 11.0, i, i, i
Fc1ccc(NC(=S)N2CCc3ccccc3C2)c(F)c1
 : i, i, i, i, i, 4.2, i, 19.4, i, i, i
COc1ccccc1OCc1ccc(C(=O)c2ccccc2)cc1
 : i, i, i, i, i, 0.8, i, 1.9, i, i, i
COc1ccc(C(CNC(=O)COc2cc(C)ccc2Cl)N2CCCCC2)cc1 (configuration not stated)
 : i, i, i, ·, i, -13.9, i, 21.2, i, i, i
Cc1ccc(C)c(OC2=NS(=O)(=O)c3ccccc32)c1
 : -4.84*, i, i, i, i, -0.8, i, 10.3, i, i, i
Clc1cccc(CN2CCCCCCC2)c1Cl
 : i, i, i, i, i, -0.3, i, 12.1, i, i, i
O=C(C1CC(=O)N(C2CCCC2)C1)N1CCN(c2ccc(F)cc2)CC1 (configuration not stated)
 : i, i, i, i, i, 0.6, i, 7.5, i, i, i
Cc1oc2c(c1C(=O)NC(Cc1c[nH]c3ccccc13)C(=O)O)CCCC2 (configuration not stated)
 : i, i, i, i, i, -0.1, i, 32.4, i, i, i
COc1cccc(/C=C/C(=O)c2ccc3c(c2)OCCO3)c1OC
 : i, i, i, i, i, 4.4, i, 3.6, i, i, i
O=C(O)CCc1nnc2n(Cc3ccc(F)cc3)c(=O)c3ccccc3n12
 : i, i, i, i, i, -0.1, i, 22.8, i, i, i
COc1cc(CNCc2ccccn2)ccc1OCc1ccc(Cl)cc1Cl
 : i, i, i, i, i, -0.2, i, 41.9, i, i, i
Cc1cc2occ(CC(=O)NNC(=O)c3ccccc3F)c2cc1C
 : i, i, i, i, i, -0.1, i, 27.7, i, i, i
Cc1cccc(C(=O)N[C@H](C(=O)Nc2ccc(S(=O)(=O)NC3=NCCCCC3)cc2)C(C)C)c1
 : i, i, i, i, i, -0.1, i, 28.6, i, i, i
COc1ccc(NS(=O)(=O)c2ccc3c(c2)[C@H]2C=CC[C@H]2[C@@H](c2ccc(C(=O)O)cc2)N3)cc1
 : i, i, i, i, i, -0.3, i, 3.7, i, i, i
O=C(c1ccccc1)C1CCN(C(=O)c2ccco2)CC1
 : i, i, i, i, i, -0.6, i, 14.3, i, i, i
COc1cccc(-n2c(Cc3cc(=O)[nH]c(=O)[nH]3)nnc2SCC(=O)N2CCC(C)CC2)c1
 : i, i, i, i, i, -0.1, i, 8.9, i, i, i
Cc1ccccc1CNc1ncnc2cc(Cl)ccc12
 : i, i, i, i, i, 0.4, i, 18.7, i, i, i
O=C(Nc1ncc2c(n1)-c1ccccc1OC2)c1ccc(Cl)cc1
 : i, i, i, i, i, -0.1, i, 21.1, i, i, i
c1csc(CN2CCOCC2)c1
 : i, i, i, i, i, -0.5, i, -4.9, i, i, i
O=C1C=C(O)CC(c2ccc(Cl)cc2)C1 (configuration not stated)
 : i, i, i, i, i, -10.9, i, 3.8, i, i, i
CSc1ccc(CNC(=O)c2c(C)noc2C)s1
 : i, i, i, i, i, 0.2, i, 27.7, i, i, i

Further entries
Fields – MrgX1 antagonist, TRPC4 inh, TRPC6 activator, PolyA inh, MrgX1 allo act, HIF activator, MrgX1 agonist, AI-2 QS mod, TRPC4 agonist, TRPC6 inh, TRPC4 potent
COc1cccc(OCc2nc(-c3cccc([N+](=O)[O-])c3)no2)c1
 : i, i, i, i, i, 0.3, i, -83.4*, i, i, i
O=C(NCCCN1CCCC1=O)c1ccc(S(=O)(=O)Nc2ccccc2F)cc1
 : i, i, i, i, i, 0.4, i, 5.5, i, i, i
COc1ccc(CNC(=O)CN(Cc2ccccc2F)C(=O)c2csnn2)cc1
 : i, i, i, i, i, 0.0, i, 24.8, i, i, i
CC(C)(C)c1ccc(C(=O)O/N=C(\N)c2ccccn2)cc1
 : i, i, i, i, i, -1.7, i, -44.8, i, i, i

Source: PubChem BioAssay

The list is partial, so the mix of outcomes need not match the whole.
